SENP8 inh = SENP8 (human) protease inhibition | hit rate 0.64% among 360,000 | recombinant SENP8, Nedd8 substrate fluorescence | inhibition, % at 20 µM | AID 602440; in the data active = inhibition mostly above about 40%, no sharp cut-off; inactive = mostly below about 27%
PfGluPho inh = PfG6PD (Plasmodium falciparum) enzyme inhibition; AID 504690; inhibition, % at 20 µM; PfGluPho enzyme, NADPH resazurin-diaphorase fluorescence; hit rate 0.78% among 350,000;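 active = inhibition reaching at least a set limit at 20 µM in the primary screen, cut at about 59% in these data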;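 also: 0% = DMSO wells with substrate and 100% = DMSO wells lacking glucose-6-phosphate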
SENP1 FRET inh = SENP1 (human) catalytic domain inhibition; Q9P0U3; recombinant SENP1 catalytic domain, CyPet-SUMO1-YPet FRET cleavage; inhibition, % at 10 µM; hit rate 0.21% among 360,000; AID 624204;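 active = inhibition at least 30% at 10 µM, raw YFP signal under a set limit, fluorescence ratio 0.5 to 1.5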;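 also: 0% = enzyme with DMSO and 100% = no enzyme wells; some results filed as inactive read as strong as hits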
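Test system: recombinant human SENP1 catalytic domain, His6-tagged / Medium: pH 8 Tris buffer with EDTA, NaCl, BME, BSA, NP40, catalase / Also added: SUMO1 FRET substrate flanked by Cypet and Ypet, 25 nM / Times: 50 min reaction at room temperature / Signal: FRET, CFP and YFP emission / Control set: no-enzyme low control and enzyme-plus-DMSO high control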
* hit, by the source's call. These rows are one share of the data (hit frequency here may not be typical).

How did CCC/C=C/c1ccc(CN2C(C)C(=O)N(Cc3cn(CC4CCCCC4)nn3)CCS2(=O)=O)cc1 (stereo not drawn) do in these assays?
SENP8 inh: 14; PfGluPho inh: 21; SENP1 FRET inh: 0

How did O=C(C1CCCCC1)N1C[C@H](n2cc(-c3ccc(F)cc3)nn2)[C@@H](O)C[C@@H]1c1ccc(Cl)cc1 do in these assays?
SENP8 inh: -2; PfGluPho inh: 29; SENP1 FRET inh: 1

How did COCCNc1oc(/C=C/c2cccs2)nc1S(=O)(=O)c1ccccc1 do in these assays?
SENP8 inh: inactive; PfGluPho inh: 26; SENP1 FRET inh: -87

How did COc1cc(C(=O)NCC(c2cccs2)N2CCOCC2)ccc1OCc1ccccc1 (stereo not drawn) do in these assays?
SENP8 inh: 12; PfGluPho inh: 0; SENP1 FRET inh: -1

What do the screens show for `Cc1ccc2cccc(CC(=O)NN)c2c1`?
SENP8 inh: 12; PfGluPho inh: -16; SENP1 FRET inh: 3

What do the screens show for `CC(C)(C)Cc1c(-c2ccc(Br)cc2)nc2ccc(Cl)cn12`?
SENP8 inh: -4; PfGluPho inh: 14; SENP1 FRET inh: 3

What do the screens show for `COc1ccc(CN(C)C(=O)c2cc(-c3ccccc3)nc3ccc(C)cc23)c(OC)c1`?
SENP8 inh: -16; PfGluPho inh: -7; SENP1 FRET inh: 0

Results for CN(CC(=O)Nc1ccc(Cl)c(Cl)c1)CC(=O)N1CCc2ccccc21 ?
SENP8 inh: 16; PfGluPho inh: 18; SENP1 FRET inh: 0

Results for C=CCCC(=O)N1C[C@H]2CON(C)[C@H]2C[C@H]1c1cccc(N2CCOCC2)c1 ?
SENP8 inh: 15; PfGluPho inh: 13; SENP1 FRET inh: 2

What do the screens show for `C[C@@H](O)C#Cc1ccc2c(c1)O[C@H](CN(C)C(=O)Nc1ccccc1)[C@@H](C)CN([C@@H](C)CO)S2(=O)=O`?
SENP8 inh: 12; PfGluPho inh: 6; SENP1 FRET inh: 0

What do the screens show for `O=[N+]([O-])c1ccc2cccnc2c1`?
SENP8 inh: 4; PfGluPho inh: 4; SENP1 FRET inh: 1

How did C[C@@H]1CN([C@@H](C)CO)S(=O)(=O)c2ccc(Br)cc2O[C@H]1CN(C)Cc1ccccc1F do in these assays?
SENP8 inh: 0; PfGluPho inh: 3; SENP1 FRET inh: -2

How did COc1ccc(C(=O)COC(=O)CCn2c(C)csc2=O)c(OC)c1 do in these assays?
SENP8 inh: 12; PfGluPho inh: 13; SENP1 FRET inh: -5

How did CCCNC(=O)N(C)C[C@@H]1Oc2ncc(-c3ccncc3)cc2C(=O)N([C@H](C)CO)C[C@@H]1C do in these assays?
SENP8 inh: -2; PfGluPho inh: 32; SENP1 FRET inh: 0

What do the screens show for `Cc1ccc(Cc2c(-c3ccc(Cl)cc3)nc3ccc(Br)cn23)cc1`?
SENP8 inh: -74; PfGluPho inh: 67*; SENP1 FRET inh: 2

What do the screens show for `COC(=O)c1cn(C)c2ccc(S(=O)(=O)N(C)C3CCCCC3)cc2c1=O`?
SENP8 inh: 20; PfGluPho inh: -17; SENP1 FRET inh: 3

How did CCn1cc(/C=C(\NC(=O)c2ccccc2)C(=O)NCCCn2ccnc2)c2ccccc21 do in these assays?
SENP8 inh: 7; PfGluPho inh: 18; SENP1 FRET inh: 0

How did O=C(CCCCCN1C(=O)c2cccc([N+](=O)[O-])c2C1=O)NCCc1ccccc1 do in these assays?
SENP8 inh: 23; PfGluPho inh: 9; SENP1 FRET inh: 0

How did CC(C)(C)c1cc(NC(=O)COC(=O)c2ccccc2O)n(-c2ccccc2)n1 do in these assays?
SENP8 inh: -3; PfGluPho inh: 15; SENP1 FRET inh: 0

How did Cc1cccc(NC(=O)c2ncn3c2C(=O)NC[C@H]3C)c1 do in these assays?
SENP8 inh: 7; PfGluPho inh: -5; SENP1 FRET inh: 1

Quoted at random: 4 records from the list.
How did CC(C)(C)c1cc(NC(=O)COC(=O)c2ccccc2O)n(-c2ccccc2)n1 do in these assays?
SENP8 inh: -3; PfGluPho inh: 15; SENP1 FRET inh: 0

How did Cc1cccc(NC(=O)c2ncn3c2C(=O)NC[C@H]3C)c1 do in these assays?
SENP8 inh: 7; PfGluPho inh: -5; SENP1 FRET inh: 1

How did C[C@@H]1CN([C@@H](C)CO)S(=O)(=O)c2ccc(Br)cc2O[C@H]1CN(C)Cc1ccccc1F do in these assays?
SENP8 inh: 0; PfGluPho inh: 3; SENP1 FRET inh: -2

What do the screens show for `O=[N+]([O-])c1ccc2cccnc2c1`?
SENP8 inh: 4; PfGluPho inh: 4; SENP1 FRET inh: 1

The results go on.
How did COc1ccc(NC(=O)N(C)C[C@@H]2OCc3cnnn3CCCC(=O)N([C@@H](C)CO)C[C@H]2C)cc1 do in these assays?
SENP8 inh: 20; PfGluPho inh: 13; SENP1 FRET inh: 1

What do the screens show for `O=C(OCc1cn([C@H]2CN(C(=O)C3CCCCC3)[C@@H](c3ccc(Cl)cc3)C[C@@H]2O)nn1)c1ccccc1`?
SENP8 inh: 2; PfGluPho inh: 34; SENP1 FRET inh: -1

Results for COc1cccc(NC(=O)c2cccc(NC(=O)c3ccco3)c2)c1 ?
SENP8 inh: 16; PfGluPho inh: 1; SENP1 FRET inh: 2

Results for C[C@H](CO)N1C[C@H](C)[C@H](CN(C)Cc2ccncc2)Oc2ncc(C#CC3CC3)cc2C1=O ?
SENP8 inh: -11; PfGluPho inh: 11; SENP1 FRET inh: -2

What do the screens show for `CCCCCC(=O)N1C[C@@H](n2cc(C3CC3)nn2)[C@H](O)C[C@@H]1c1ccc(C)cc1`?
SENP8 inh: 18; PfGluPho inh: -2; SENP1 FRET inh: 0

Results for CCCCCCCCCC1(CC(=O)OCC)SCCN1C(N)=O (stereo not drawn) ?
SENP8 inh: 16; PfGluPho inh: 11; SENP1 FRET inh: -2

How did C[C@H](O)[C@@H]1CN2CCc3c([nH]c4ccc(-c5ccc6c(c5)OCO6)cc34)[C@@H]2C[C@@H]1N(C)C(=O)Nc1ccc(F)cc1 do in these assays?
SENP8 inh: -56; PfGluPho inh: 10; SENP1 FRET inh: -56

What do the screens show for `O=c1onc(-c2ccccc2)n1Cc1ccc([N+](=O)[O-])cc1`?
SENP8 inh: 22; PfGluPho inh: -12; SENP1 FRET inh: 3

Results for CC(C)CC1C(=O)N(Cc2cn(Cc3ccco3)nn2)CCS(=O)(=O)N1Cc1ccc(-c2cccc(CO)c2)cc1 (stereo not drawn) ?
SENP8 inh: 8; PfGluPho inh: 33; SENP1 FRET inh: -10

How did CC1=C(C(=O)N(C)C)CC(CC(=O)NCCN2CCOCC2)C(=O)N1Cc1ccc(C(C)(C)C)cc1 (stereo not drawn) do in these assays?
SENP8 inh: 15; PfGluPho inh: 0; SENP1 FRET inh: 2

What do the screens show for `Cc1ccc(C)c(C(=O)OCC(=O)NC(=O)NCc2ccccc2)c1`?
SENP8 inh: 16; PfGluPho inh: 11; SENP1 FRET inh: -1

How did C[C@@H]1CN([C@H](C)CO)C(=O)c2c(c3ccccc3n2C)-c2ccccc2CO[C@H]1CN(C)Cc1ccc(-c2ccccc2)cc1 do in these assays?
SENP8 inh: 8; PfGluPho inh: 23; SENP1 FRET inh: 2

Results for CNC[C@@H]1OCc2ccccc2-c2c(n(C)c3ccccc23)C(=O)N([C@H](C)CO)C[C@@H]1C ?
SENP8 inh: 7; PfGluPho inh: 8; SENP1 FRET inh: 0

Results for O=C(Nc1c(F)c(F)c(F)c(F)c1F)c1ccc(Br)o1 ?
SENP8 inh: 13; PfGluPho inh: 0; SENP1 FRET inh: 3

How did CC1C(=O)N(Cc2cn(CCC3OCCCO3)nn2)CCS(=O)(=O)N1Cc1ccc(-c2ccc(Cl)nc2)cc1 (stereo not drawn) do in these assays?
SENP8 inh: 4; PfGluPho inh: 9; SENP1 FRET inh: -1

Results for N#Cc1cc2ccncc2c2ccccc12 ?
SENP8 inh: -80; PfGluPho inh: 13; SENP1 FRET inh: -1

Results for COc1ccc(S(=O)(=O)N(C)C[C@H]2OCc3cn(nn3)CCCC(=O)N([C@H](C)CO)C[C@@H]2C)cc1 ?
SENP8 inh: 16; PfGluPho inh: -2; SENP1 FRET inh: 1

How did CC(C)CC1C(=O)N(Cc2cn(CC3CCCCC3)nn2)CCS(=O)(=O)N1Cc1ccc(-c2ccc(F)nc2)cc1 (stereo not drawn) do in these assays?
SENP8 inh: -16; PfGluPho inh: -2; SENP1 FRET inh: 2

Results for CCOC(=O)C1CC(=NO)c2ccc(OC)c(OC)c2C1 (stereo not drawn) ?
SENP8 inh: -45; PfGluPho inh: 31; SENP1 FRET inh: -9

Results for Cc1ccc(NC(=O)N2CCOCC2)cc1NC(=O)N1CCOCC1 ?
SENP8 inh: 15; PfGluPho inh: -3; SENP1 FRET inh: 3

How did C[C@H]1CCCCO[C@H](CN(C)C(=O)C2CCCCC2)[C@@H](C)CN([C@@H](C)CO)C(=O)c2cc(NC(=O)NC3CCCCC3)ccc2O1 do in these assays?
SENP8 inh: -16; PfGluPho inh: -6; SENP1 FRET inh: 0

Results for CC(C)c1cc(C(F)(F)F)nc(NNc2nc(C(C)C)cc(C(F)(F)F)n2)n1 ?
SENP8 inh: 17; PfGluPho inh: 26; SENP1 FRET inh: 2

Results for CC(C)OC(=O)N(C)C[C@@H]1OCc2cnnn2CCCC(=O)N([C@H](C)CO)C[C@@H]1C ?
SENP8 inh: 16; PfGluPho inh: 4; SENP1 FRET inh: 0

What do the screens show for `Cc1ccc(-c2nn3c(-c4ccccc4)nnc3o2)cc1`?
SENP8 inh: 15; PfGluPho inh: -10; SENP1 FRET inh: 1

How did C[C@@H]1CN([C@@H](C)CO)C(=O)CCCn2nncc2CO[C@H]1CN(C)S(=O)(=O)c1cccc(F)c1 do in these assays?
SENP8 inh: 10; PfGluPho inh: 2; SENP1 FRET inh: 2

Results for C[C@@H]1CN([C@@H](C)CO)C(=O)c2cc(Br)cnc2O[C@H]1CN(C)C(=O)c1ccccc1F ?
SENP8 inh: 8; PfGluPho inh: -9; SENP1 FRET inh: -2

What do the screens show for `Cc1cc(C)c(NC(=S)NC(=O)c2ccccc2)cc1C`?
SENP8 inh: 4; PfGluPho inh: 13; SENP1 FRET inh: 3

What do the screens show for `CCOC(=O)c1ccc(NC(=O)NC2=NCCS2)cc1`?
SENP8 inh: 25; PfGluPho inh: -5; SENP1 FRET inh: 3

Results for CC(C)(C)c1nnc(NC(=O)CCC2CCCCC2)s1 ?
SENP8 inh: -8; PfGluPho inh: 16; SENP1 FRET inh: 2

What do the screens show for `COc1ccc(CC(=O)NNC(=S)NC(=O)c2cc(OC)c(OC)c(OC)c2)cc1`?
SENP8 inh: 5; PfGluPho inh: -8; SENP1 FRET inh: 4

What do the screens show for `C[C@H]1CN([C@@H](C)CO)C(=O)CCCn2cc(nn2)CO[C@@H]1CN(C)S(=O)(=O)c1ccc(-n2cccn2)cc1`?
SENP8 inh: 8; PfGluPho inh: 6; SENP1 FRET inh: 2

Results for C[C@@H]1CN([C@@H](C)CO)C(=O)CCCn2nncc2CO[C@@H]1CN(C)S(=O)(=O)c1ccccc1F ?
SENP8 inh: 7; PfGluPho inh: 2; SENP1 FRET inh: -1

How did CCOC(=O)c1ccc(NC(=O)c2nc[nH]c2C(=O)N[C@H](C)CO)cc1 do in these assays?
SENP8 inh: 5; PfGluPho inh: -25; SENP1 FRET inh: 2

Results for O=C(NCc1nnnn1-c1ccccc1)c1ccc2ccccc2c1 ?
SENP8 inh: 8; PfGluPho inh: 3; SENP1 FRET inh: -2

Results for C[C@H](CO)N1C[C@H](C)[C@@H](CN(C)Cc2cccc(C(F)(F)F)c2)OCc2cnnn2CCCC1=O ?
SENP8 inh: 11; PfGluPho inh: 9; SENP1 FRET inh: -2

How did CCN(CC)S(=O)(=O)c1ccc(C(=O)NC(=S)N2CCCCC2C)cc1 (stereo not drawn) do in these assays?
SENP8 inh: 8; PfGluPho inh: 13; SENP1 FRET inh: -2

How did C[C@H]1CN([C@@H](C)CO)C(=O)c2cc(C3=CCCCC3)cnc2O[C@@H]1CN(C)C(=O)Cc1ccccc1 do in these assays?
SENP8 inh: 17; PfGluPho inh: 1; SENP1 FRET inh: 1

How did O=C(O)CCCN1C(=O)C2C3CCC(C3)C2C1=O (stereo not drawn) do in these assays?
SENP8 inh: 38; PfGluPho inh: -11; SENP1 FRET inh: 1

What do the screens show for `C[C@H]1CN([C@@H](C)CO)C(=O)CCCn2nncc2CO[C@H]1CN(C)S(=O)(=O)c1ccc(Oc2ccccc2)nc1`?
SENP8 inh: 11; PfGluPho inh: -10; SENP1 FRET inh: -1

Results for COC(=O)CCC(C)C1CCC2C3C(OC(C)=O)CC4CC(O)CCC4(C)C3CC(O)C12C (stereo not drawn) ?
SENP8 inh: 6; PfGluPho inh: -5; SENP1 FRET inh: -1

Results for O=C(Nc1cccc(-c2ccc(N3CCOCC3)nn2)c1)c1cccc(Cl)c1 ?
SENP8 inh: -8; PfGluPho inh: -6; SENP1 FRET inh: 0

How did CC(C)C[C@H]1COc2cc(Br)ccc2S(=O)(=O)N1 do in these assays?
SENP8 inh: 0; PfGluPho inh: 22; SENP1 FRET inh: 0

Results for Nc1ccc2c(c1)C(=O)CCC2 ?
SENP8 inh: -11; PfGluPho inh: 8; SENP1 FRET inh: -1

Bioassay records as filed in PubChem BioAssay.
